Rab7 wt GTP bind: modulators of GTP binding to Rab7, primary screen, biochemical, wildtype, multiplex bead flow cytometry; AID 758, 2007; GST-Rab7 beads, fluorescent GTP binding; actives lie on both sides; untreated = 100%, excess cold GTP = 0%; GTP binding activity (percent of control), % at 10 µM; hit rate 0.055% among 190,000;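 active = fluorescent GTP binding to Rab7 beads changed by at least 20 points from the 100% baseline, either direction, mostly lower; inconclusive = compound itself probably fluorescent, or too few beads counted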;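 note: median green fluorescence of bound Bodipy-FL-GTP per Rab7 bead population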
Rac1 act GTP bind: GTP binding modulators of activated mutant Rac1, primary screen, biochemical, bead-based flow cytometry, multiplex, fluorescent GTP | hit rate 0.11% among 190,000 | percent activity (GTP binding), % at 10 µM | Ras-related C3 botulinum toxin substrate 1 (Homo sapiens), P63000 | GST-Rac1 activated beads; actives lie on both sides; 100% means binding = to untreated wells;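 active = GTP binding at least 20 percentage points away from the 100% baseline, in either direction, so actives lie on both sides; inconclusive = Compound likely fluorescent itself, or too few beads counted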
Mcl1-Bid inh: Mcl-1/Bid binding inhibitors, primary screen, biochemical, TR-FRET, 1536-well. Induced myeloid leukemia cell differentiation protein Mcl-1 (Homo sapiens), Q07820. TR-FRET Mcl-1/Bid-Dy647 peptide binding. inhibition, % at 21.7 µM. hit rate 0.97% among 220,000. AID 1021, 2008;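 active = compounds that cut the binding signal by more than half at the single screening dose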;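 note: His-tagged Mcl-1 with europium anti-His antibody binding Bid BH3 peptide; 0% = Mcl-1 plus peptide wells and 100% = peptide-only wells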
Target sequence (Q07820 whole entry, looked up): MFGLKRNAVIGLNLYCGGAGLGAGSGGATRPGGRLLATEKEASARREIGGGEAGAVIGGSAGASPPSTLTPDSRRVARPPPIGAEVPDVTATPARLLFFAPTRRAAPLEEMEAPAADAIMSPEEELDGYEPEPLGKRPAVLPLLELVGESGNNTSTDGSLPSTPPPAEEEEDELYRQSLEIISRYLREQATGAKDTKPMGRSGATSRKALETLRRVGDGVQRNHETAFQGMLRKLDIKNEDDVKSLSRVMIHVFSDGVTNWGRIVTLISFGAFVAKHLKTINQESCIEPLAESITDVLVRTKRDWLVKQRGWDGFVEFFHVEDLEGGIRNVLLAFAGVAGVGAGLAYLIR
Rac1 wt GTP bind: wildtype Rac1 GTP binding modulators, primary screen, biochemical, GST-Rac1 beads, flow cytometry, multiplex; hit rate 0.27% among 190,000; GTP binding activity (% of control), % at 10 µM; fluorescent GTP binding; actives lie on both sides; 0 = cold GTP competed, 100 = untreated;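 active = GTP binding activity at least 20 points away from the 100% control level, either lower or higher; inconclusive = compound flagged as likely green fluorescent, judged across all proteins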
Rab2 wt GTP: modulators of GTP binding to Rab2A wildtype, primary screen, biochemical, dog, bead-based flow cytometry, multiplex; Ras-related protein Rab-2A (Canis lupus familiaris), P61105; GST-Rab2 wt beads, Bodipy-GTP binding; GTP binding activity, % at 10 µM; hit rate 0.19% among 190,000; AID 760, 2007;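 active = GTP binding activity at least 20 points away from 100%, either lowered or raised; inconclusive = signal likely due to the compound's own green fluorescence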;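 note: 0% = beads with excess unlabeled GTP and 100% = no-compound control corrected for plate trend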
Cdc42 wt GTP: modulators of GTP binding to wildtype Cdc42, primary screen, biochemical, multiplex bead flow cytometry, Bodipy-GTP; Cell division control protein 42 homolog (Homo sapiens), P60953; GST-Cdc42 beads; actives lie on both sides; percent activity (GTP binding), % at 10 µM; hit rate 0.2% among 190,000; AID 761, 2007;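 active = percent activity GTP binding at least 20 points away from the 100% baseline, either down as inhibitor or up as activator; inconclusive = compound flagged as likely green fluorescent from well-wide comparison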;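 note: median bead fluorescence of bound Bodipy-FL-GTP at 100 nM; 0% = excess unlabeled GTP control and 100% = no compound control; below 100% means less GTP binding so inhibitor and above means activator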
Target sequence (P60953 whole entry, looked up): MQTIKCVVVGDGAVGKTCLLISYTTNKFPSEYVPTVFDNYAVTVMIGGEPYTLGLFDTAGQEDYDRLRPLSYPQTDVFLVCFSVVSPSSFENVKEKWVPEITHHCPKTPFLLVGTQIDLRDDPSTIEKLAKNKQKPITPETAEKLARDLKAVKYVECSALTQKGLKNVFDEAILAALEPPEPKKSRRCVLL
HRas wt GTP bind: modulators of GTP binding to HRas wildtype, primary screen, biochemical, bead-based flow cytometry, multiplex; GTP binding activity, % at 10 µM; GST-Ras wt beads, Bodipy-FL-GTP binding; actives lie on both sides; GTPase HRas (Homo sapiens), P01112; hit rate 0.14% among 190,000;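 active = GTP binding activity at least 20% away from the 100% baseline, either lowered as inhibitor or raised as activator; inconclusive = flagged as likely green fluorescent, judged across all proteins in the well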;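 note: 0% = unlabeled GTP competition control and 100% = no-compound control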
Target sequence (P01112 whole entry, looked up): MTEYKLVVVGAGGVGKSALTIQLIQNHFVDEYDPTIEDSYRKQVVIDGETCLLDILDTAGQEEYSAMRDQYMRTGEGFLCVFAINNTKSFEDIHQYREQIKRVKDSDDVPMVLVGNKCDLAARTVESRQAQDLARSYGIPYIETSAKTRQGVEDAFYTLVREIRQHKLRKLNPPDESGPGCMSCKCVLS
Pf gametocyte: late stage P. falciparum gametocyte viability inhibitors, primary screen, ATP luminescence, HTS; P. falciparum stage V gametocytes, 24 h; inhibition, % at 10.9 µM; hit rate 0.065% among 150,000; AID 743093, 2013;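 active = inhibition above the mean plus 3 SD of compounds within the control limits, set per campaign, cut at about 38% in these data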;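 note: 0% = DMSO wells and 100% = medium only without gametocytes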
Avidin fluor: green autofluorescence of compounds with avidin beads – biophysical, 488/530 nm, flow cytometry, artefact control, profiling panel | compound fluorescence 488/530 nm; stronger effect = higher value | fluorescence (KMESF) at 10 µM | hit rate 0.38% among 220,000 | AID 1775, 2009; in the data active = fluorescence above about 47; note: inactives centre near 10
GSH fluor: compound fluorescence on glutathione beads, profiling panel, artefact control, biophysical, 488/530 nm, flow cytometry. GSH beads flow cytometry, compound fluorescence 488/530 nm; stronger effect = higher value. AID 1776, 2009. fluorescence (KMESF) at 10 µM. hit rate 0.25% among 190,000; in the data active = fluorescence above about 89;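 note: glutathione beads carrying GST-tagged Bcl family fusion proteins plus one bare bead set; values are compound well signal with DMSO vehicle wells as background; inactives centre near 16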
Mcl1 Noxa PPI: Mcl-1/Noxa binding inhibitors, primary screen, biochemical, TR-FRET, 1536-well; TR-FRET Mcl-1/Noxa peptide binding, 2 h; inhibition, % at 21.7 µM; hit rate 1.5% among 220,000; AID 1022, 2008;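 active = compounds that cut the protein-peptide binding signal by more than 50% relative to plate controls in a single-dose test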;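 note: His-tagged Mcl-1 with rhodamine Noxa BH3 peptide and terbium anti-His antibody; 0% = Mcl-1 plus Noxa peptide wells and 100% = peptide-only wells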
* = called active by the depositor; ? = inconclusive; · = no result given. Outcome played no part in choosing rows; any-hit rate near 3%.

SMILES	Rab7 wt GTP bind	Rac1 act GTP bind	Mcl1-Bid inh	Rac1 wt GTP bind	Rab2 wt GTP	Cdc42 wt GTP	HRas wt GTP bind	Pf gametocyte	Avidin fluor	GSH fluor	Mcl1 Noxa PPI
Nc1cc(S(=O)(=O)C(F)(F)F)ccc1C(=O)O	97	98	19	104	98	102	101	·	33	15	7
CCOc1ccc2nc(SCC(=O)c3cccs3)sc2c1	96	100	-25	104	98	97	96	·	12	28	-6
CCOCCc1nnc(NC(=O)Cc2c(F)cccc2Cl)s1	96	96	-9	101	98	97	95	14	22	11	-9
Cc1ccc(Cn2nnc3c(=O)n(CC(=O)NCc4ccccc4)cnc32)cc1	100	97	-15	100	98	95	98	20	10	17	8
Cc1ccc(-c2nc(-c3cccnc3)no2)cc1	98	98	-4	102	100	102	99	·	56*	27	-7
O=C1c2ccccc2COc2ccc(O)cc21	101	101	9	100	103	103	103	·	18	16	47
Cc1cc2c(c(N3CCOCC3)n1)C(=O)OC2	101	99	-8	105	102	102	101	·	3	36	1
O=C(c1cn(-c2ccccc2)nc1-c1cccs1)N1CCN(c2ccccn2)CC1	102	99	-3	102	100	102	101	0	10	30	12
CCCNC(=O)COC(=O)c1ccccc1C(=O)c1ccc(Cl)c([N+](=O)[O-])c1	101	95	-8	96	94	95	96	1	12	12	11
O=Cc1ccc2noc(-c3ccc(Cl)cc3)c2c1	98	98	12	101	98	102	99	·	4	17	27
CCOC(=O)N1CCC(C(=O)Nc2ccc(OCC)cc2)CC1	108	100	-16	109	107	102	106	·	5	20	-8
Cc1ccc(-c2csc(NC(=O)c3ccc(-c4ccccc4)cc3)n2)o1	97	99	25	105	100	105	99	·	6	27	46
Cc1ccc2c(CC(=O)N3CCN(c4ccccc4)CC3)coc2c1	98	93	-27	94	94	95	93	3	9	19	0
CCOC(=O)C1=C(C)NC(=S)NC1/C=C/c1ccccc1 (stereo not given)	98	99	-62	102	96	98	99	·	16	12	19
CC(C)N1C(=O)CCC1C(=O)NCc1ccccc1Cl (stereo not given)	101	97	-6	106	101	100	100	·	9	14	0
C/C(N)=C(/C#N)C(=O)COC(=O)c1cc2c(s1)CCCC2	96	94	-13	95	95	95	94	-19	26	7	8
O=[N+]([O-])c1ccc(/C=C/C2=NN(c3ccccc3)C(c3ccco3)C2)cc1 (stereo not given)	?	?	-13	?	?	?	?	-13	186*	83	4
COc1ccc(NC(=O)c2ccccc2S(=O)c2ccccc2C#N)cc1 (stereo not given)	105	98	-4	100	106	107	104	4	11	10	1
O=C(Nc1cccc(NC(=O)N2CCN(c3ccccc3)CC2)c1)N1CCN(c2ccccc2)CC1	98	95	-112	99	97	103	99	·	21	12	9
CCc1ccc(C(=O)CSc2ncn[nH]2)cc1	103	100	-37	107	100	104	102	16	6	4	-4
Cc1cc(C)c(S(=O)(=O)Nc2ccccc2C(=O)OCC(=O)NCc2ccccc2)c(C)c1	107	94	-11	98	100	97	96	-8	10	17	7
COc1cccc(S(=O)(=O)N2CCOCC2)c1	96	94	-7	99	97	100	98	7	11	49	-6
Cc1sc2ncnc(SCC(=O)NNC(=O)COc3cccc4ccccc34)c2c1C	101	94	-33	96	99	98	101	-16	17	12	9
CC(C)C(=O)Nc1nnc(SCC(=O)NCc2cccs2)s1	98	95	5	100	99	102	100	·	10	30	17
Cn1cc(CC(=O)N2CCN(c3ccccc3F)CC2)c2ccccc21	101	100	-17	104	102	101	101	·	9	20	14
CN(C)c1ccc(C2CC(=O)OC3=C2C(=O)CC(C)(C)C3)cc1 (stereo not given)	96	97	-49	97	96	92	96	-8	11	14	-10
O=C(CSc1ccc(Cl)cc1)N1CCN(c2c(Cl)cccc2[N+](=O)[O-])CC1	99	99	-18	101	101	100	100	·	11	17	-10
O=C(c1ccc(F)cc1)C1CCN(C(=O)NCc2ccccc2)CC1	102	100	5	107	101	102	103	·	19	19	-4
O=[N+]([O-])c1cccc(S(=O)(=O)N2CCCCCC2)c1	99	104	-3	103	102	100	102	0	16	10	14
O=C(CN(c1ccccc1F)S(=O)(=O)c1ccccc1)N1CCCCCC1	101	97	-10	104	101	99	100	·	24	20	3
CCOC(=O)C(=CNc1cc(C)ccc1C)C(=O)OCC	104	100	-22	105	100	102	100	-5	28	22	2
COc1ccc(C(=O)NCC(C)CN(C)C)cc1 (stereo not given)	97	98	-7	101	95	101	99	-7	7	26	-3
CCn1c(C)nc2cc(S(=O)(=O)N3CCCC3)ccc21	106	98	-54	98	102	100	103	-2	11	7	8
CCOC(=O)c1cc(NC(=O)c2cccnc2)cc(C(=O)OCC)c1	99	101	12	105	96	99	96	·	12	33	10
CSc1nc2ccccc2s1	99	97	7	102	100	101	98	·	4	17	-25
COc1ccc(Cl)cc1-c1nc(SCC(=O)N(C)C)n[nH]1	94	96	-13	98	93	94	96	14	11	11	6
Cc1c(NC(=S)NC(NC(=O)C(C)C)C(Cl)(Cl)Cl)c(=O)n(-c2ccccc2)n1C (stereo not given)	99	100	96*	103	96	103	97	·	20	16	2
Oc1ccc(N=Nc2ccc3c(c2)OCCO3)c2cccnc12	100	94	-66	94	95	96	94	·	9	15	-17
O=C(COC(=O)C1CSC2(c3ccc(F)cc3)CCC(=O)N12)NC(=O)NC1CCCC1 (stereo not given)	97	94	7	100	97	97	96	-13	10	69	-3
Cc1cccc(C(=O)NNC(=O)/C=C/C(=O)O)c1	105	95	-3	96	98	95	97	-24	26	8	26
CCCC(c1nnnn1C1CCCC1)N1CCN(c2ccccc2F)CC1 (stereo not given)	99	99	-7	103	106	106	104	-9	13	19	4
COc1ccc(C2(C(=O)NCCCN(C)C)CCOCC2)cc1	102	102	-18	108	103	104	101	·	8	21	-6
CC(=O)Nc1ccc(C(=O)N/N=C/c2ccncc2)cc1	94	95	-9	101	98	97	98	-2	6	13	4
N#C/C(=C\c1ccc(-c2cccc(C(F)(F)F)c2)o1)C(=O)Nn1cnnc1	93	92	7	96	92	97	93	·	11	12	17
Cc1ccc2c(c1)C1CN(C)CCC1N2C(=O)c1cccc(S(=O)(=O)N2CC(C)CC(C)C2)c1 (stereo not given)	102	97	-17	100	97	98	97	·	12	16	8
COc1ccc(NS(=O)(=O)c2cc(NC(=O)/C=C/c3cccs3)ccc2N2CCOCC2)cc1	103	100	-20	106	100	99	101	7	10	11	-4
Cc1cccc(C)c1N(CC(=O)Nc1cccc(N(C)S(C)(=O)=O)c1)S(C)(=O)=O	101	103	-23	109	101	106	103	0	5	26	-6
O=C(O)c1ccc(-n2c(-c3ccccc3)n[nH]c2=S)cc1	100	99	-24	101	100	101	102	·	7	18	-4
CCc1ccccc1NC(=S)N(Cc1ccco1)C(C)c1cccs1 (stereo not given)	104	91	-1	100	100	96	99	7	9	20	17
O=C(O)/C=C/c1ccc([N+](=O)[O-])o1	95	91	-5	97	93	94	96	-6	8	10	19

The listing continues:
SMILES	Rab7 wt GTP bind	Rac1 act GTP bind	Mcl1-Bid inh	Rac1 wt GTP bind	Rab2 wt GTP	Cdc42 wt GTP	HRas wt GTP bind	Pf gametocyte	Avidin fluor	GSH fluor	Mcl1 Noxa PPI
COC(=O)CC/C(O)=C1\C(=O)CC(C)(C)CC1=NCc1nc2ccccc2[nH]1	104	98	1	101	98	98	99	·	6	8	4
COCCCC1CCN(C(=O)CCc2nnc(CCCCc3ccccc3)o2)CC1	106	96	-13	100	99	97	99	-6	10	9	18
Cc1nc(NC(=O)c2ccc(Cl)cc2)sc1-c1csc(Nc2cccc(F)c2)n1	98	98	9	98	100	99	101	·	20	12	51*
Cc1ccc(NC(=O)C2CCCN(S(=O)(=O)c3c(C)noc3C)C2)nc1 (stereo not given)	103	100	-15	109	105	107	105	5	12	33	-1
Cc1ccc(S(=O)(=O)NC(=O)COc2ccccc2C(N)=O)cc1	95	97	10	99	98	95	96	12	9	22	-36
O=C(NC1CCCCC1)C(c1ccc2ncccc2c1)N(Cc1ccc2c(c1)OCO2)C(=O)c1cccs1 (stereo not given)	102	93	-25	100	97	98	101	·	7	57	-18
O=C(O)/C(=C/c1ccco1)c1ccccc1	93	90	-27	95	92	91	91	·	12	15	17
CCCN(CCC)CCCNC(=S)Nc1ccc2nc(N3CCCC3)cc(C)c2c1	?	?	-39	?	?	?	?	-4	6	15	29
O=C(CSc1ncc(-c2ccccc2)[nH]1)Nc1ccccc1F	95	94	-38	95	95	96	93	-25	21	9	-3
COC(=O)c1ccccc1NS(=O)(=O)c1ccc(F)cc1	101	100	-1	103	101	102	100	·	22	29	7
COc1ccc(N2C(=O)CS(=O)C(c3ccccc3)C2=O)cc1 (stereo not given)	98	97	-9	99	99	100	97	·	6	19	10
COc1ccc(-c2nnc3sc(-c4cccs4)nn23)cc1OC	97	95	4	96	92	93	94	6	7	41	-12
O=C(CCCCCN1C(=O)CCC1=O)Nc1ccc2c(c1)OCCO2	100	94	-13	97	97	97	97	11	6	32	4
COc1ccc(-c2noc(=O)n2CC(=O)N2CCC(Cc3ccccc3)CC2)cc1	97	96	-25	97	98	98	97	10	11	11	-5
Cc1cc(C)cc(-n2c(C)cc(/C=C3\C(=N)N4N=C(CC(C)C)SC4=NC3=O)c2C)c1	91	86	-21	92	87	91	90	2	12	12	15
COc1ccc(Br)cc1CNC(=O)CCc1nc(-c2ccccc2F)no1	102	101	-12	107	101	105	101	1	30	19	-8
COCc1cc(=O)n2[nH]c(-c3ccsc3-n3c(C)ccc3C)cc2n1	102	96	-25	100	100	100	99	·	13	29	69*
Cc1cc(NC(=O)Cn2c(=O)n(Cc3ccccc3)c(=O)c3ccccc32)no1	102	102	-6	108	103	104	105	12	10	10	-3
